# GPR7 antagonist – human neuropeptides B/W receptor 1 antagonism | P48145 | GPR7-expressing cells, fluorescence antagonist assay | inhibition, % at 4.4 µM | 1.1% of 290,000 active; in the data active means inhibition above about 16%, passing the limit was not always enough;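 further: cells stimulated with the agonist NPW; 0% = agonist with vehicle and 100% = vehicle without agonist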
# Target sequence (P48145 whole entry, looked up): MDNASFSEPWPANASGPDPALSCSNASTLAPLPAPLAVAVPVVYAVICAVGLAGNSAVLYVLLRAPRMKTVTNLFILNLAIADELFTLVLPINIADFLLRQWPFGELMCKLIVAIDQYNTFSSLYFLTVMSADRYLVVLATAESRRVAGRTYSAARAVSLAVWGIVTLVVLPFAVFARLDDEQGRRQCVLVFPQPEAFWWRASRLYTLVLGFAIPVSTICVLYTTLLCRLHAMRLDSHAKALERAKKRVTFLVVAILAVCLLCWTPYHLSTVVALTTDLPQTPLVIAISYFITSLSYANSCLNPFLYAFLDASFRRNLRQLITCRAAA
# CHO-K1 Ca antag – counter-screen for M1 antagonists: effect in parental CHO-K1 cells; ATP-induced calcium, Fluo-8 fluorescence; inhibition, % at 3 µM; 0.6% of 360,000 active; AID 602250;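 active means inhibition above a per-plate cutoff, the plate's mean sample inhibition plus 3 SD, cut at about 24% in these data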;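 further: 0% = DMSO plus EC80 ATP and 100% = DMSO alone without ATP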
# TAAR1 antag – antagonists of human TAAR1; 1.5% of 360,000 active; AID 624466; CHO RD-HGA16 TAAR1, Fluo-8 calcium fluorescence, antagonist; inhibition, % at 3 µM; Q96RJ0;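 active means inhibition above a per-plate cutoff, the mean inhibition of test compounds on that plate plus 3 SD, cut at about 49% in these data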;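 further: 0% = DMSO plus EC80 beta-PEA response and 100% = DMSO alone without agonist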
# Target sequence (Q96RJ0 whole entry, looked up): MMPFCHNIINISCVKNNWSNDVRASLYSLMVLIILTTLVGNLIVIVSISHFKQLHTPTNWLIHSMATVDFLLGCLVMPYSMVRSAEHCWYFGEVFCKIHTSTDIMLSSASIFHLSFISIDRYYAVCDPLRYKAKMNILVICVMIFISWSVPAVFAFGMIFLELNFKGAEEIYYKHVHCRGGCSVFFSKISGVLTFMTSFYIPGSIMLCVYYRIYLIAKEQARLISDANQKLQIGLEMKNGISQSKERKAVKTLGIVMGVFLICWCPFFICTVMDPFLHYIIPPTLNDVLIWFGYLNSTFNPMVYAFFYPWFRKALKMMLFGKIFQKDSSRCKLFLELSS
#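 Test system: hTAAR1-expressing CHO RD-HGA16 cells, Gα16-coupled; Probe or stimulus: EC80 β-phenethylamine stimulus; Compound dosing: single nominal final test compound concentration of 3 µM; Timing: 140 s kinetic read after compound, 140 s after agonist; Signal: Fluo-8 calcium-sensitive fluorescence; Measure: % inhibition of agonist calcium response; Controls: DMSO and EC80 PEA controls.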
# CHO-K1 Ca PAM – counter-screen for M1 PAMs: effect in parental CHO-K1 cells; ATP EC20, Fluo-8 calcium fluorescence; 0% at ATP EC20, 100% at ATP max; activation, % at 3 µM; 0.02% of 360,000 active;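 active means activation above the run cutoff, the mean activation of all test compounds plus 3 SD, cut at about 40% in these data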;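 further: peak over basal fluorescence ratio in a 140 s read after ATP addition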
# CHO parental Ca – counter-screen: ATP calcium response change in parental CHO cells. inhibition, % at 5.6 µM. parental CHO-K1, ATP-induced calcium, Fluo-8 fluorescence. AID 463079. 0.63% of 330,000 active;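 active means inhibition above that plate's mean sample inhibition plus 3 SD, cut at about 26% in these data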;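 further: 0% = ATP-challenged DMSO wells and 100% = DMSO wells without ATP; some compounds past the cut are filed as inactive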
#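 Measured by: calcium-sensitive Fluo-8 fluorescence / Test system: CHO parental line / Controls: ATP-challenged DMSO wells low, unchallenged DMSO wells high / Measure: % inhibition / Compound: single nominal dose of 5.6 µM per compound / Replicates: single well per compound, no replicates / Reagent: ATP as calcium-mobilizing challenge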
# OXTR potentiator – potentiates the human oxytocin receptor response. activation, % at 3 µM. 0.061% of 320,000 active. CHO-OTR cells, Fluo-8 calcium fluorescence, potentiator mode; 0% = oxytocin EC15, 100% = EC100. P30559;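 active means activation above that plate's cutoff, the mean activation of tested compounds plus 3 SD, cut at about 6.6% in these data, passing the limit was not always enough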;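 further: 100% uses oxytocin at 75 nM as the full agonist control; some results filed as inactive read as strong as hits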
#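 Measured by – Fluo-8 calcium dye fluorescence · Test system – human OTR in CHO cells · Dosing – one concentration, 3.0 µM compound · Controls – EC15 oxytocin alone as 0%, 75 nM oxytocin as 100% · Evaluation – normalized max/min fluorescence ratio, % activation · Timing – 6 min pre-incubation, 100 s read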
# OXTR agonist – human OXTR agonism | CHO-OTR cells, Fluo-8 calcium fluorescence; normalized: DMSO 0%, oxytocin 100% | AID 2435 | P30559 | activation, % at 3 µM | 0.32% of 320,000 active;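 active means activation above the mean of all tested compounds plus 3 SD, cutoff set per screening run, cut at about 20% in these data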;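 further: peak over basal fluorescence ratio from a 100 s FLIPR kinetic read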
# V1R ag counter – activates human V1a receptor in oxytocin agonist counter-screen | CHO-V1R cells, Fluo-8 calcium fluorescence, agonist mode; 0% DMSO, 100% 3 nM vasopressin | P37288 | activation, % at 3 µM | AID 2797 | 0.25% of 320,000 active;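 active means activation above the mean activation of all tested compounds plus 3 SD, per screening run, cut at about 20% in these data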;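 further: signal is peak over basal fluorescence ratio across a 100 second FLIPR read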
# Target sequence (P37288 whole entry, looked up): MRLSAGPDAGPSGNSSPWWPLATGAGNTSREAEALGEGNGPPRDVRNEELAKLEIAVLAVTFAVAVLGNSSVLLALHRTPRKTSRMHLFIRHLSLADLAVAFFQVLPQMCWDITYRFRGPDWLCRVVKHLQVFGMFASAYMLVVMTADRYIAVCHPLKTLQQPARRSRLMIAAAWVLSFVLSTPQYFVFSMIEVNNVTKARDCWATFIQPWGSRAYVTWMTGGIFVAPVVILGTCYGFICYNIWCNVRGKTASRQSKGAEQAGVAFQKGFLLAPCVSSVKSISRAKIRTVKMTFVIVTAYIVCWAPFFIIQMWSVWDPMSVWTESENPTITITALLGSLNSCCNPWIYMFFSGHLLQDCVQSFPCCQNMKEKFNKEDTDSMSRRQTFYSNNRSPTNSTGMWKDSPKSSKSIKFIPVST
# M1 ag parental – nonselective activator or artifact in parental CHO-K1 cells; Fluo-8 calcium fluorescence; scaled to maximal ATP response, vehicle zero; activation, % at 3 µM; 0.48% of 360,000 active; in the data active means activation above about 15%;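 further: untransfected CHO-K1 host cells lacking M1 receptor as counterscreen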
# * = called active by the depositor; . = not tested or not shown. An unsorted share of the library. Share with any hit: about 3.5%.
SMILES,GPR7 antagonist,CHO-K1 Ca antag,TAAR1 antag,CHO-K1 Ca PAM,CHO parental Ca,OXTR potentiator,OXTR agonist,V1R ag counter,M1 ag parental
Cc1cccc(N(Cc2ccccc2)C(=O)CCl)c1,-1,-20,-20,25,.,.,.,.,-0.3
O=C(COC(=O)/C=C/c1cccs1)Nc1ccc(F)cc1,.,-20,6,18,-10,-3,0.6,-0.3,2.6
CCC(=O)N(c1nnc(SCC(=O)c2ccc[nH]2)s1)C1CC1,.,-16,-8,16,-18,3,0.9,0.0,0.9
CCOC(=O)C(=O)NCc1ccc(/C=C2/N=C(C)C(C(=O)OCC)=C2O)o1,4,-8,-20,13,22,-7,0.3,0.5,3.1
COc1ccc(OC)c(C(=O)COC(=O)c2cc(C)oc2C)c1,-7,-10,0,20,-14,-8,-1.9,-0.5,0.5
CCCn1nnc(NC(=O)c2ccc3c(c2)OCO3)n1,-7,-4,-25,13,-5,3,0.6,-0.3,3.0
Cc1nc(N)sc1C(=O)N/N=C/c1ccco1,-3,-10,-3,7,-3,-2,-0.4,0.0,0.3
CC(=O)NCC(=O)OCC(=O)c1ccc(Br)cc1,-9,-1,-3,22,0,3,1.5,1.6,13
CCN(CC)S(=O)(=O)c1cccc(NC(=O)c2ccc(SC)cc2OC)c1,-7,-10,52*,3,-7,-19,-0.5,0.9,6.8
Cn1c(=O)c2c(nc(NCc3ccccc3)n2CC(=O)NCc2ccccc2)n(C)c1=O,-9,-3,-13,21,-20,-6,-1.3,-0.9,0.2
Oc1ccccc1-c1nnc(COc2ccc(Cl)cc2Cl)o1,-4,44*,-29,-14,-19,-4,-1.4,-1.2,-1.1
CCCNC(=O)c1ccccc1NS(=O)(=O)c1ccc2c(c1)OCCO2,12,-7,-14,20,-9,-5,1.6,4.8,0.9
CC(C)CN1CC(C)C(=O)N(c2ccccc2)C1=O (stereo not drawn),.,-4,21,2,.,.,.,.,-0.3
CC1(C)CC(=O)C2=C(C1)N(c1ccccc1)C(N)=C(C#N)C2c1cccnc1 (stereo not drawn),-1,-9,-14,17,-4,2,0.8,-0.2,3.5
O=c1nc(N(c2ccccc2)c2ccccc2)[nH]c(=O)[nH]1,-4,-3,-13,4,-2,-10,-0.7,0.5,0.4
CC(C)(C)OC(=O)NCCCCCNC(=O)c1[nH]cnc1C(=O)Nc1cc(Br)ccc1F,.,-13,32,26,.,.,.,.,0.2
C/C(=N\NC(N)=S)c1ccncc1,-9,-2,3,2,-7,0,1.5,-1.0,0.3
Cc1c(N2C(=O)C(=O)/C(=C(/O)c3ccc(Br)cc3)C2c2cccnc2)c(=O)n(-c2ccccc2)n1C (stereo not drawn),0,-3,14,17,-8,1,-0.5,0.1,0.2
COc1ccc(-c2[nH]ncc2C=O)cc1,-11,-7,0,19,-4,4,0.4,0.5,3.8
COC(=O)C[C@H]1c2cc(C(F)(F)F)ccc2S(=O)(=O)N1Cc1ccc(OC)cc1,.,-15,3,16,-14,-14,2.6,0.9,0.6
Cc1cc(Nc2ccccc2)n(-c2ccccc2)n1,-1,-5,-11,18,-11,-2,-2.0,-1.5,-0.4
CCn1cc(Cl)c(C(=O)Nc2cccc(CN3CCOCC3)c2)n1,10,4,-19,30,.,.,.,.,0.4
O=C(NCCO)c1ccc(-c2nnc(Nc3ccc(O)cc3)c3ccccc23)cc1,-7,-6,-6,-5,-8,-7,-0.4,0.1,-0.2
O=C(NOC(=O)c1ccccc1Cl)c1cccs1,-2,2,-2,0,-7,-2,-0.3,-0.3,0.1
CSc1nc(-c2ccco2)nn1S(C)(=O)=O,-10,-13,4,15,-13,-13,-0.9,0.9,0.1
O=C(OCc1nc2scc(-c3ccccc3)c2c(=O)[nH]1)c1cc(Cl)ccc1[N+](=O)[O-],-9,8,-15,3,-7,-3,-0.7,-0.2,0.9
COc1ccc(C(=O)C2CCCN(C(=O)c3cc(C)nc(C)n3)C2)cc1OC (stereo not drawn),-3,-3,-20,-8,-15,-7,0.3,-0.3,5.8
CC(=O)Nc1cc2c(c(Cl)c1Cl)-c1ccccc1C2=O,.,-15,-2,18,.,.,.,.,1.3
CCCCN(C(=O)c1ccc2c(c1)OCCO2)c1c(N)n(CCCC)c(=O)[nH]c1=O,.,-7,-4,-26,-12,-3,-0.8,-0.6,0.1
CNC(=O)CNC(=O)Nc1ccc(C)cc1,-1,5,21,-4,-4,-9,-0.2,-0.9,-0.5

# Arranged by count of non-hydrogen atoms (lowest first): some entries from above.
SMILES,GPR7 antagonist,CHO-K1 Ca antag,TAAR1 antag,CHO-K1 Ca PAM,CHO parental Ca,OXTR potentiator,OXTR agonist,V1R ag counter,M1 ag parental
COc1ccc(-c2[nH]ncc2C=O)cc1,-11,-7,0,19,-4,4,0.4,0.5,3.8
CNC(=O)CNC(=O)Nc1ccc(C)cc1,-1,5,21,-4,-4,-9,-0.2,-0.9,-0.5
CC(C)(C)OC(=O)NCCCCCNC(=O)c1[nH]cnc1C(=O)Nc1cc(Br)ccc1F,.,-13,32,26,.,.,.,.,0.2

# (listing goes on)
SMILES,GPR7 antagonist,CHO-K1 Ca antag,TAAR1 antag,CHO-K1 Ca PAM,CHO parental Ca,OXTR potentiator,OXTR agonist,V1R ag counter,M1 ag parental
COCCNC(=O)c1ccc2c3n(nc2c1)-c1ccc(C)cc1CO3,.,-3,4,1,-20,-3,-1.2,-1.2,-0.9
O=C(Cc1n[nH]c(=O)c2ccccc12)Nc1ccc(-c2nnc3n2CCCCC3)cc1,-12,5,5,-4,-4,-12,0.2,0.6,-0.2
COc1ccc2[nH]c(C)c(-c3csc(N)n3)c2c1,-3,-5,-5,-8,0,-6,0.4,1.0,0.6
Cc1csc(SCC(=O)Nc2cccc(S(=O)(=O)N3CCOCC3)c2)n1,-8,-17,4,8,-10,-14,0.8,0.2,1.3
CN(C)S(=O)(=O)c1ccc(NC(=O)CSc2n[nH]c(=O)n2C2CC2)cc1,-10,0,-1,-18,-2,0,0.5,1.0,-0.4
CC(C)CC(NC(=O)C1CCC(C)CC1)C(=O)N1CCN(c2ccccn2)CC1 (stereo not drawn),-14,-4,-22,0,-25,-2,-2.7,-1.9,-0.5
COc1ccc(/C=N/NC(=O)Nc2cccc3nsnc23)cc1,5,-11,-2,22,4,2,0.0,0.6,1.7
Cc1cc(C(=O)COC(=O)C2COc3ccccc3O2)c(C)n1CC1CCCO1 (stereo not drawn),2,-11,5,3,-15,-11,1.5,6.9,1.3
Cc1ccc(SCC(=O)OCC(=O)NCc2ccco2)cc1,.,-2,6,-6,-11,-4,-1.9,0.2,-0.2
CC(=O)/C(C(=N)N1CCN(C(c2ccccc2)c2ccccc2)CC1)=C(\C)O,5,-17,-12,28,-17,-5,-0.5,-0.1,0.6
CCc1cc(C(c2cccc(OC)c2)N2CCOCC2)c(NC(=O)c2ccccc2)s1 (stereo not drawn),10,3,12,14,-15,-2,-2.7,-0.4,2.6
O=C(OCc1ccccc1)c1ccc(NCc2cc(O)ccc2O)cc1,.,-4,47,9,.,.,.,.,6.1
COc1ccc(CNC(=O)O[C@H]2CN(C(=O)OC(C)C)N(C(=O)OC(C)C)[C@@H]3CN(S(=O)(=O)c4ccc(C)cc4)C[C@]23O)cc1OC,.,-3,25,6,.,.,.,.,0.4
O=C(N/N=C/c1ccc(C(F)(F)F)cc1)c1ccncc1,-20,4,8,2,-5,-2,0.2,0.3,0.5
CC(=O)Nc1ccc(Nc2nc(C)c([N+](=O)[O-])c(N(C)c3ccccc3)n2)cc1,-11,-3,35,12,-25,-10,-0.7,2.8,8.0
COc1ccc(Cn2cc(CN3CC(N4CCN(C5CCN(C)CC5)CC4)CS3(=O)=O)nn2)cc1 (stereo not drawn),.,-9,-17,9,.,.,.,.,0.2
CN1C=CC=C/C1=C1\SC(=S)N(Cc2ccccc2)C1=O,-4,10,14,0,6,-10,0.7,1.2,-0.7
NC(=O)C1CCN(C2=C(NS(=O)(=O)c3ccc(Cl)cc3)C(=O)c3ccccc3C2=O)CC1,-12,-8,-1,16,-7,2,-0.4,0.5,1.6
O=C(C1CCCN(S(=O)(=O)c2ccc(F)cc2)C1)N1CCOCC1 (stereo not drawn),.,-11,15,22,.,.,.,.,3.4
Cn1nccc1C(=O)N1CCN(c2ccccc2F)CC1,1,6,-2,-6,-12,-2,0.0,2.4,0.8
CC(C)c1cc(C(=O)N/N=C/c2ccoc2)c(O)c(C(C)C)c1,-14,-2,-10,3,-22,1,-0.8,1.5,0.1
CC(C)CC(NC(=O)c1ccccc1)C(=O)OCC(=O)Nc1ccc(Br)cn1 (stereo not drawn),23,-5,-11,11,-14,-5,0.0,-0.2,0.1
CCCN(CC(=O)Nc1cc(Cl)ccc1Cl)C(=O)c1ccc2n[nH]nc2c1,.,-3,-4,-5,-21,-7,-0.3,1.4,0.1
Cc1ccc(-c2cc(-c3ccccc3)no2)cc1,.,6,9,-20,-18,0,-0.3,-0.8,-0.6
CC1Cc2cc(/C=C3/SC(=S)N(C)C3=O)ccc2O1 (stereo not drawn),-4,1,-29,6,-7,-13,-0.5,0.3,0.5
O=C(CN(Cc1cccs1)C(=O)CNS(=O)(=O)c1ccccc1)NC1CCCC1,1,-6,4,12,1,-13,0.2,0.2,-0.3
CCCc1cc(=O)[nH]c(-n2[nH]c3c(c2=O)CCCC3)n1,-3,-13,4,-2,-1,-8,0.6,4.3,1.2
CC(O)CNc1nc(Cl)c(C#N)s1 (stereo not drawn),-19,1,-9,12,2,-3,0.4,1.2,0.2
COc1ccc(-n2nc3c(c2NC(=O)C(C)Oc2ccccc2)CS(=O)(=O)C3)cc1 (stereo not drawn),3,11,-6,-23,-5,-3,1.3,1.6,0.5
COCCCC1CCN(C(=O)CCc2nnc(CCCCc3ccccc3)o2)CC1,-13,-5,-6,-9,-6,-11,3.7,4.1,1.8
CCOC(=O)[C@@H]1[C@H]2COc3cc(OC)ccc3[C@@H]2N2C(=O)N(c3ccc(F)cc3)C(=O)[C@@]12C,.,-15,3,-17,-28,-4,-0.2,-0.2,2.1
CCN(CC)CCn1c2c(c(SCC(=O)Nc3cc(C)on3)nc1=O)CCCC2,.,-4,-23,17,-4,2,-0.7,-0.3,0.3
CNC(=O)NC1CCCc2ccccc21 (stereo not drawn),-8,-3,-7,16,-9,-4,-0.6,-0.6,0.1
N=c1nc(SCCC(=O)O)ss1,-5,-7,7,19,-1,0,0.5,1.0,0.4
CCc1cccc(CC)c1NC(=O)C1SC(=Nc2ccccc2C)C(c2nc3ccccc3s2)=C1N (stereo not drawn),3,-1,12,18,12,-15,-0.2,0.5,1.8
CCCCC(=O)Nc1ccccc1CC,-6,-12,-15,17,3,-1,-0.1,-0.2,1.3
CCc1ccc(OCC(=O)Nc2ccncc2)cc1,-12,22,-1,-10,24,-10,5.7,6.4,17*
O=C1NN=C2CCCCCCCCCCC12 (stereo not drawn),.,-7,-18,3,.,.,.,.,0.1

# Assay outcomes deposited in PubChem BioAssay by The Scripps Research Institute Molecular Screening Center.
